Compound activity: PubChem BioAssay, several laboratories
UGM FP inh: M. tuberculosis UGM enzyme inhibitors, primary screen, biochemical, fluorescence polarization, single point | purified UGM, fluorescence polarization probe displacement | inhibition, % at 10 µM | UDP-galactopyranose mutase (Mycobacterium tuberculosis (strain ATCC 25618 / H37Rv)), … | 0.06% of 320,000 active; in the data active = inhibition above about 10%, passing the limit was not always enough; inconclusive = no clear call, values can overlap the other calls
Target sequence (P9WIQ1 whole entry, looked up): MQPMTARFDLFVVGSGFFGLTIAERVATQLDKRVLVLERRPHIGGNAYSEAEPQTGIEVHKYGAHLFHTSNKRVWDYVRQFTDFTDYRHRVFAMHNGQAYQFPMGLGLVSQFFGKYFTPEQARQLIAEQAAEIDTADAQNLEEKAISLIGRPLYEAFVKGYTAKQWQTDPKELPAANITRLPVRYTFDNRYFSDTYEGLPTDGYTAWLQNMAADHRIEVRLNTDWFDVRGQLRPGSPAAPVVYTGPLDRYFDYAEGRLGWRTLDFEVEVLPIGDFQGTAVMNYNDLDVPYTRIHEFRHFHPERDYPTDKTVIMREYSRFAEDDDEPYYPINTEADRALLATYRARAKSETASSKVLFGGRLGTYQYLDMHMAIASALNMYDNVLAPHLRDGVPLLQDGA
PrPC surface inh: inhibitors of human cell surface prion protein PrPC, primary screen, cell-based, TR-FRET; inhibition, % at 13.8 µM; TR-FRET read-out; 0.43% of 370,000 active; in the data active = inhibition above about 24%; also: 0% = median of the test wells and 100% = reference compound wells
FBA Mtb inh: Mtb FBA enzyme inhibitors, primary screen, biochemical, fluorescence, strain H37Rv | Fructose-bisphosphate aldolase (Mycobacterium tuberculosis (strain ATCC 25618 / H37Rv)), … | purified M. tuberculosis FBA, fluorescence read-out | inhibition, % at 1 µM | 2.3% of 360,000 active; in the data active = inhibition above about 27%;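 also: 0% = vehicle and 100% = reference inhibitor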
Target sequence (P9WQA3 whole entry, looked up): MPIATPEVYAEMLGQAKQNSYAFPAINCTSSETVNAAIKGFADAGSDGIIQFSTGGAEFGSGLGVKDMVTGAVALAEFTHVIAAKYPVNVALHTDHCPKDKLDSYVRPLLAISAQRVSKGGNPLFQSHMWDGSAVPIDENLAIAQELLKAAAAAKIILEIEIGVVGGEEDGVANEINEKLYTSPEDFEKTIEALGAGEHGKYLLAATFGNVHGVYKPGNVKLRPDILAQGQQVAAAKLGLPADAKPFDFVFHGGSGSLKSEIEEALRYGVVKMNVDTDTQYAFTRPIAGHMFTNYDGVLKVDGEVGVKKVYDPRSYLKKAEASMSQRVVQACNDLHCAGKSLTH
BoNT-A LC inh2: BoNT/A light chain protease inhibitors, primary screen, biochemical, flow cytometry, MLPCN library. AID 588499, 2011. Botulinum neurotoxin type A light chain protease (Clostridium botulinum A str. ATCC 3502). inhibition, % at 10 µM. multiplex microsphere protease substrate cleavage. 0.17% of 360,000 active; in the data active = inhibition above about 30%; inconclusive = no clear call, values can overlap the other calls; also: plate controls were buffer without enzyme for full effect and enzyme alone for no effect
FadD28 binding: inhibitors of FadD28 bisubstrate probe binding, primary screen, biochemical, fluorescence polarization, single point | 0.22% of 360,000 active | inhibition, % at 12.5 µM; in the data active = inhibition above about 8.5%, passing the limit was not always enough; inconclusive = no clear call, values can overlap the other calls
BoNT F protease: BoNT/F light chain protease inhibitors, primary screen, biochemical, flow cytometry, MLPCN library. AID 588497, 2011. Multiplex microsphere protease cleavage assay. Botulinum neurotoxin type F light chain protease (Clostridium botulinum). inhibition, % at 10 µM. 0.22% of 360,000 active; in the data active = inhibition above about 35%, passing the limit was not always enough; inconclusive = no clear call, values can overlap the other calls; also: plate controls were buffer without enzyme for full effect and enzyme alone for no effect
GDH-TPI counter: GDH-TPI coupling enzyme inhibitors, primary screen, artefact control for M. tuberculosis FBA inhibitor project, biochemical, absorbance, full deck. AID 588335, 2011. 1.2% of 360,000 active. inhibition, % at 4.8 µM. GDH-TPI coupled enzyme counterscreen, NADH absorbance;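 also: 0% = DMSO wells and 100% = wells lacking the enzyme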
CCHF vOTU inh: CCHFV vOTU protease inhibitors, primary screen, biochemical, Pep-AMC substrate, fluorescence. AID 651958, 2012. inhibition, % at 11.5 µM. 0.55% of 370,000 active. Crimean-Congo hemorrhagic fever virus L polyprotein viral ovarian tumor (vOTU) protease …; also: 0% = vehicle wells with enzyme and 100% = no enzyme wells
BioA inh: M. tuberculosis BioA enzyme inhibitors, primary screen, biochemical, plate reader, single point, HTS; inhibition, % at 9.99 µM; AID 602481, 2012; 0.096% of 360,000 active; purified M. tuberculosis BioA enzyme; 7,8-diaminopelargonic acid synthase BioA (Mycobacterium tuberculosis); in the data active = inhibition above about 40%; inconclusive = no clear call, values can overlap the other calls
Starred values were filed as active, the others as inactive; ? = inconclusive; . = not tested or not shown. Rule as the data show it, unless noted: active = inhibition above about 30%; inactive = the rest.

compound,UGM FP inh,PrPC surface inh,FBA Mtb inh,BoNT-A LC inh2,FadD28 binding,BoNT F protease,GDH-TPI counter,CCHF vOTU inh,BioA inh
CCCCCCN=C(CC)c1c(O)n(CCCC)c(=O)[nH]c1=O,-0.9,7.2,0.0,3.1,-1.5,4.1,5.2,11.6,4.3
O=C(O)CC(Cc1ccccc1)C(=O)NCC12CC3CC(CC(C3)C1)C2 (configuration not stated),2.3,8.0,2.8,-0.3,-1.2,2.1,3.8,-2.2,.
COc1ccccc1N(C)S(=O)(=O)c1ccc(Cl)c(C(=O)NCc2ccco2)c1,-2.2,1.9,-4.7,-0.6,-3.1,2.0,6.8,-4.6,-1.1
O=c1c2[nH]c3ccc(F)cc3c2ncn1CCCn1ccnc1,1.3,-8.8,11.3,-0.8,-3.7,7.6,4.1,-5.4,5.9
CCc1nnc(NC(=O)CSc2nc3ccccc3s2)s1,3.4,7.8,-0.1,1.2,0.2,-8.1,7.5,13.3,-1.2
S=C(Nc1cccc(Cl)c1)NC1CC2CCCC(C1)N2C1CCCC1 (configuration not stated),2.6,4.7,1.2,0.6,-3.1,0.6,-8.9,6.5,.
CCSc1nnc(NC(=O)c2ccccc2C)s1,-3.9,0.0,-0.3,0.6,-0.5,-7.2,0.3,4.1,.
CCOC(=S)N/C(=N\S(C)(=O)=O)c1ccccc1,-2.0,0.5,3.1,-1.5,-1.4,12.9,3.9,-16.5,.
O=C(Nc1ccc(Cl)cc1)c1cccc(N2C(=O)C3C4CCC(C4)C3C2=O)c1 (configuration not stated),-1.6,6.6,2.1,0.2,-1.9,-5.1,1.8,-2.3,1.1
NC(=NC(=O)c1ccccc1)C1=C(O)CCC1=O,2.5,-3.8,0.8,-0.9,-3.9,0.8,0.0,5.1,-1.2
COc1ccc(C(c2nnnn2Cc2ccc(F)cc2)N2CCN(c3ccc(OC)cc3)CC2)cc1 (configuration not stated),-1.2,-5.4,-2.2,-0.8,-3.5,-9.5,2.5,0.3,0.1
CC(C)NC(=O)NC(=O)COC(=O)CCCSc1nc2ccccc2s1,7.4,-5.4,-1.2,-0.5,-2.9,3.3,0.0,7.4,-0.2
O=C(Nc1ccccc1)Nc1nnc(/C=C/c2ccccc2Cl)s1,1.0,-4.3,4.5,-1.8,-2.0,-9.0,2.6,-4.7,-1.0
Cn1c(=O)[nH]c(=O)c2c1nc1n2CCN1Cc1ccccc1,0.2,2.3,0.1,-0.7,0.0,-10.5,2.1,-11.8,-0.3
Cc1ccc2cc(C3CC(c4ccco4)=NN3C(=O)CCCC(=O)O)c(Cl)nc2c1 (configuration not stated),0.7,1.6,0.3,0.3,-4.5,0.1,15.6,12.6,-2.0
O=C(CN1CCN(Cc2ccc(F)cc2Cl)C1=O)NCCc1ccc(Cl)cc1,1.6,2.4,0.9,0.0,-3.9,-7.8,-3.2,16.7,0.0
CCc1nc2oc3ccccc3c(=O)c2c(=O)n1-c1ccccc1,-0.8,-7.1,-0.4,0.2,-1.0,3.0,-5.7,3.8,0.4
COc1cc2ccc(CC(=O)O)cc2cc1OC,.,3.8,.,-0.8,.,-14.1,.,-3.2,.
O=C(NCCCc1ccccc1)C1CC(=O)N(c2ccc3c(c2)OCCO3)C1 (configuration not stated),-0.7,-1.6,3.8,?,-2.2,2.3,3.0,3.4,1.3
COCCNc1nnc(SCC(=O)NC(=O)c2ccc(Cl)cc2)s1,.,4.8,1.6,-9.9,-1.1,-6.6,-2.1,-6.3,-0.8
c1ccc(-n2ncc3c(NCC4CCCO4)ncnc32)cc1 (configuration not stated),-0.9,2.0,4.7,-0.7,-1.7,-21.3,-12.8,-0.8,0.4
O=C(CCCC(=O)N(CC(=O)NC1CCCC1)c1ccc(F)c(Cl)c1)Nc1ccccn1,1.5,-4.4,-6.5,0.1,-2.2,0.6,-5.8,1.2,1.6
O=C1N(c2ccc(Cl)cc2)C(c2ccc(Cl)cc2)N2CCCN12 (configuration not stated),2.2,3.8,-4.2,0.0,-2.5,-1.7,-1.1,-7.8,.
CCCC(=O)NNC(=O)c1ccoc1C,-1.2,-4.3,-0.4,-0.7,-0.4,3.0,-0.4,-6.9,.
COc1ccc(S(=O)(=O)N2CCN(c3nc(-c4cccnc4)nc4ccccc34)CC2)cc1,1.2,-11.8,0.2,0.7,-6.9,-2.4,7.4,2.9,-2.9
CCOC(=O)C1CCN(C(=O)CN2C(=O)c3cccnc3Oc3ccc(C)cc32)CC1,-0.1,-3.8,-0.7,-1.0,-3.9,-5.1,0.4,1.4,-2.0
Cc1c(NS(=O)(=O)c2cccc(C(=O)NCc3ccccc3)c2)c(=O)n(-c2ccccc2)n1C,-3.0,-1.8,3.6,-2.1,-1.3,-0.1,-10.1,7.3,1.3
Cc1ccc2c(c1)C1CN(C)CCC1N2S(=O)(=O)c1ccccc1F (configuration not stated),-0.5,0.9,0.1,-0.1,-1.9,-0.6,-1.3,-4.1,-0.3
Cn1c(N)c(C(=O)COC(=O)c2cccnc2Cl)c(=O)n(C)c1=O,1.7,2.0,-0.8,-1.4,-6.2,-10.6,-5.8,-3.0,.

In a second layout: results already given.
Values in the order: UGM FP inh	PrPC surface inh	FBA Mtb inh	BoNT-A LC inh2	FadD28 binding	BoNT F protease	GDH-TPI counter	CCHF vOTU inh	BioA inh
> NC(=NC(=O)c1ccccc1)C1=C(O)CCC1=O
→ 2.5	-3.8	0.8	-0.9	-3.9	0.8	0.0	5.1	-1.2
> COc1ccc(C(c2nnnn2Cc2ccc(F)cc2)N2CCN(c3ccc(OC)cc3)CC2)cc1 (configuration not stated)
→ -1.2	-5.4	-2.2	-0.8	-3.5	-9.5	2.5	0.3	0.1
> CC(C)NC(=O)NC(=O)COC(=O)CCCSc1nc2ccccc2s1
→ 7.4	-5.4	-1.2	-0.5	-2.9	3.3	0.0	7.4	-0.2
> O=C(Nc1ccccc1)Nc1nnc(/C=C/c2ccccc2Cl)s1
→ 1.0	-4.3	4.5	-1.8	-2.0	-9.0	2.6	-4.7	-1.0
> Cn1c(=O)[nH]c(=O)c2c1nc1n2CCN1Cc1ccccc1
→ 0.2	2.3	0.1	-0.7	0.0	-10.5	2.1	-11.8	-0.3
> Cc1ccc2cc(C3CC(c4ccco4)=NN3C(=O)CCCC(=O)O)c(Cl)nc2c1 (configuration not stated)
→ 0.7	1.6	0.3	0.3	-4.5	0.1	15.6	12.6	-2.0
> O=C(CN1CCN(Cc2ccc(F)cc2Cl)C1=O)NCCc1ccc(Cl)cc1
→ 1.6	2.4	0.9	0.0	-3.9	-7.8	-3.2	16.7	0.0
> CCc1nc2oc3ccccc3c(=O)c2c(=O)n1-c1ccccc1
→ -0.8	-7.1	-0.4	0.2	-1.0	3.0	-5.7	3.8	0.4
> COc1cc2ccc(CC(=O)O)cc2cc1OC
→ .	3.8	.	-0.8	.	-14.1	.	-3.2	.
> O=C(NCCCc1ccccc1)C1CC(=O)N(c2ccc3c(c2)OCCO3)C1 (configuration not stated)
→ -0.7	-1.6	3.8	?	-2.2	2.3	3.0	3.4	1.3
> COCCNc1nnc(SCC(=O)NC(=O)c2ccc(Cl)cc2)s1
→ .	4.8	1.6	-9.9	-1.1	-6.6	-2.1	-6.3	-0.8
